Assay outcomes deposited in PubChem BioAssay by several laboratories.
AID2073 – inhibitors of Mint1-CaV2.2 protein interaction, biochemical, HTRF (AID 2073); 290,000 tested, 0.19% active; one-dose inhibition, % at 20 µM; IC50 in µM for titrated hits; HTRF protein-protein interaction, Mint1-CaV2.2; higher % means a stronger effect; in the data active = inhibition mostly above about 51%, no sharp cut-off; also: some results filed as inactive read as strong as hits
M1AAP inhibition – malaria alanyl aminopeptidase activity blockers – biochemical, fluorogenic H-Leu-NHMec substrate, 1536-well (AID 1445) | inhibition, % at 30 µM, or IC50 in µM where a hit was titrated | 220,000 tested, 0.42% active | recombinant M1AAP, H-Leu-NHMec fluorogenic kinetic assay; higher % means a stronger effect;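 active = primary inhibition above the hit cutoff, then over 50% inhibition at one or more dose response concentrations, cut at about 23% in these data, passing the limit was not always enough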;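 also: plate controls were DMSO full reaction for no effect and no enzyme background for full effect; strong numbers were not always called active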
KOR beta-arrestin-1 – KOR antagonists, beta-arrestin recruitment, cell-based, luminescence, uHTS (AID 1778) | KOR beta-arrestin recruitment, luminescence, antagonist mode; higher % means a stronger effect | inhibition, % at 10 µM, or IC50 in µM where a hit was titrated | 290,000 tested, 0.091% active; also: strong numbers were not always called active
HEK293 NOD2/NF-kB – NOD2 signaling inhibitors, cell-based, luminescence, uHTS, HEK293 (AID 1566); 290,000 tested, 0.63% active; HEK293 NOD2/NF-kB luciferase reporter, luminescence; higher % means a stronger effect; inhibition, % at 4 µM; hits with a dose series show EC50 in µM; also: many of its hits are not listed in these tables
NOD1 inhibition – inhibition of NOD1-driven NF-kB reporter – cell-based, luminescence, uHTS, primary screen (AID 1578); NOD1-driven NF-kB luciferase reporter cells, luminescence; higher % means a stronger effect; one-dose inhibition, % at 4 µM; EC50 in µM for titrated hits; 290,000 tested, 1% active; in the data active = inhibition mostly above about 36%, no sharp cut-off; inactive = mostly below about 34%;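 also: HEK-293T reporter cells stimulated with the NOD1 agonist gamma-tri-DAP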
KOR beta-arrestin-2 – KOR agonists, beta-arrestin recruitment, primary screen, cell-based, luminescence, uHTS (AID 1777); KOR beta-arrestin recruitment, luminescence; higher % means a stronger effect; one-dose activation, % at 10 µM; EC50 in µM for titrated hits; 280,000 tested, 0.02% active; in the data active = activation above about 50%, passing the limit was not always enough; also: a part of the inactive calls stands beside numbers as strong as those of hits
M17LAP inhibition – P. falciparum M17LAP inhibitors, primary screen, biochemical, fluorogenic H-Leu-NHMec substrate, 1536-well (AID 1619). recombinant M17LAP, H-Leu-NHMec fluorogenic kinetic assay; higher % means a stronger effect. one-dose inhibition, % at 30 µM; IC50 in µM for titrated hits. 220,000 tested, 0.38% active;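 active = compound inhibiting the enzyme by more than half at any dose during confirmatory dose-response retesting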;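 also: plate controls were full reaction with DMSO carrier for no effect and no enzyme background for full effect; strong numbers were not always called active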
Dynein transport – dynein cargo transport inhibition. 3617.4 mouse cells, GR-EGFP nuclear translocation imaging; test concentration mostly 20 µM; stimulated with dexamethasone, 1 µM; hits give low values. z-score, hits read low. 220,000 tested, 0.47% active. AID 1381;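 active = plate z-score of nuclear minus cytoplasmic receptor signal below a set negative limit, without overly bright fluorescence or cell loss, cut at about -3.5 in these data, passing the limit was not always enough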;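 also: z-score of nuclear minus cytoplasmic ring GR-EGFP intensity difference per well; some compounds called inactive have numbers as strong as hits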
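Buffer or medium: tet-free medium with charcoal-stripped serum / Also added: dexamethasone agonist, 1.0 µM final, for 30 min / Timing: induction 48 h, compound 1 h, agonist 30 min / Measured by: high-content fluorescence imaging after fixation / Read-out: nuclear-to-cytoplasmic GR-EGFP distribution per well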
GPR55 activation – selective activators of receptor GPR55 – imaging, U2OS cells, beta-arrestin-GFP redistribution, primary screen (AID 1961). U2OS GPR55 beta-arrestin-GFP redistribution imaging; higher % means a stronger effect. one-dose activation, % at 10 µM; EC50 in µM for titrated hits. 290,000 tested, 0.048% active;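 active = activation above 40% with more than 50 cells counted in the well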;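 also: U2OS osteosarcoma cells stably expressing GPR55 and beta-arrestin-GFP; plate controls were DMSO negative control for no effect and LPI positive control for full effect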
Dynein transport cytoplasmic EGFP – further read-out of Dynein transport, marked with its call; z-score; measured here: cytoplasmic GR-EGFP intensity; hits give high values
Dynein transport nuclear GR-EGFP – recorded beside Dynein transport, whose call it bears; z-score; measured here: nuclear GR-EGFP intensity;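 lower value marks the stronger effect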
Dynein transport cell count – further read-out of Dynein transport, marked with its call; z-score; measured here: cell count per field
* marks the source's active call; other numbers are inactive results; / = not tested or not shown; [ ] = dose if it differs, or a comment. Rule as the data show it, unless noted: active = inhibition above about 50%; inactive = the rest. Not all compounds are listed; count on the stated rates, not on these rows.

Fields – AID2073	M1AAP inhibition	KOR beta-arrestin-1	HEK293 NOD2/NF-kB	NOD1 inhibition	KOR beta-arrestin-2	M17LAP inhibition	Dynein transport	Dynein transport cytoplasmic EGFP	Dynein transport nuclear GR-EGFP	Dynein transport cell count	GPR55 activation
Cc1cc2nc(CCN3CCOCC3)n(S(=O)(=O)c3ccc(C(C)(C)C)cc3)c2cc1C
  13.5%	2.6%	-16.0%	20.5%	-7.2%	0.9%	0.5%	-0.326	0.211	0.279	-1.17	0.3%
C=CCOc1ccc(CNn2nnnc2N)cc1
  0.0%	-0.7%	-23.1%	11.1%	-11.9%	3.3%	-2.8%	-0.77	-0.228	-0.98	1.54	0.0%
CCCCNC(=O)CNC(=O)c1nn(-c2ccc(OC)c(Cl)c2)c(=O)c2ccccc12
  -5.1%	/	-43.3%	4.7%	0.5%	2.2%	/	/	/	/	/	0.4%
COc1ccc(CCNC(=O)C/C(C)=N/NC(=O)c2cnccn2)cc1
  -8.6%	/	-7.7%	-7.6%	-19.6%	4.5%	/	/	/	/	/	-0.2%
CCOc1nc(Nc2ccc(OC)c(Cl)c2)nc(N2CCN(c3ccc(OC)cc3)CC2)n1
  7.2%	0.8%	11.2%	-21.0%	-5.9%	-3.8%	4.5%	-0.425	-0.0227	-0.283	0.508	-0.1%
CCOC(=O)c1cc(CC)sc1NC(=O)CC1Sc2ccc(C(F)(F)F)cc2NC1=O (centres undefined)
  6.2%	0.0%	8.1%	10.5%	-15.7%	31.6%	-6.4%	-0.589	-0.321	-0.565	0.425	0.8%
COc1ccc(C(=O)CSc2nc3ncccc3[nH]2)cc1OC
  -19.1%	-11.9%	3.0%	-1.6%	-0.6%	-1.1%	-1.6%	-0.439	-0.266	0.0863	0.946	-0.3%
COc1ccc(Sc2nc3ccccc3n3c(C(F)(F)F)nnc23)cc1
  30.2%	4.1%	-4.4%	-0.7%	40.1%	1.6%	21.6%	-0.434	-0.204	-0.357	0.733	-0.1%
O=C(CNS(=O)(=O)c1ccccc1)Nc1cccc([N+](=O)[O-])c1
  -1.5%	-2.2%	-25.7%[20 µM]	7.0%	-6.8%	-4.3%	-3.9%	-0.524	-0.313	-0.0637	0.714	-0.1%
COc1ccc(-c2c[n+]3c(n2-c2c(C)n(C)n(-c4ccccc4)c2=O)CCCCC3)cc1
  4.5%	3.9%	9.3%	16.9%	-22.7%	-5.5%	2.6%	-0.943	1.6	-0.143	-0.506	0.0%
COC(=O)c1cc2c(ccn2-c2ccc(F)cc2)n1CC(C)C
  -4.2%	2.3%	11.1%	8.4%	6.5%	1.0%	-9.6%	0.421	0.024	-0.34	-1.26	-0.1%
CN(C)S(=O)(=O)n1cnc(-c2ccccc2)c1-c1ccccc1
  5.7%	-2.6%	8.1%	-23.9%	-27.9%	-3.8%	-4.6%	-0.275	-0.0479	0.405	0.204	-0.1%
CC(=O)c1c(C)nn(CCC(=O)O)c1C
  2.5%	-8.2%	18.3%	3.8%	14.6%	2.5%	4.4%	-0.13	-0.217	0.0258	0.252	-0.4%
Cc1ccc(NC(=O)C2CCCN(C(=O)c3ccc(Cl)cc3)C2)cc1 (centres undefined)
  -3.6%	0.1%	-12.3%	2.0%	-28.6%	-0.9%	5.3%	1.67	0.00714	1.12	-2.34	-0.1%
Cc1ccc(C2=Nn3c(COc4ccc(Cl)cc4)nnc3SC2CC(=O)O)cc1 (centres undefined)
  1.9%	/	-56.8%	8.5%	3.6%	6.3%	/	/	/	/	/	1.0%
COc1ccc(Nc2nnc(Cc3ccc(Cl)cc3)c(=O)[nH]2)c(OC)c1
  -13.0%	9.5%	-6.1%	9.2%	-19.7%	1.6%	-7.2%	-0.698	-0.217	-0.209	1.18	-0.1%
CCOc1ccc(N2CC(C(=O)Nc3ccc(S(=O)(=O)NCC4CCCO4)cc3)CC2=O)cc1 (centres undefined)
  1.4%	/	-28.6%	6.5%	-7.6%	2.5%	/	/	/	/	/	-0.1%
CC(C)C(C)NC(=O)COc1ncnc2ccccc12 (centres undefined)
  -3.1%	2.5%	-12.3%	1.6%	-19.9%	0.0%	9.0%	-0.497	-0.27	0.4	0.856	0.2%
COC(=O)C1=C(C)OC(N)=C(C#N)C1c1ccsc1 (centres undefined)
  -3.0%	-0.2%	-13.6%	10.4%	-10.2%	10.1%	1.7%	-2.15	-0.133	-0.791	0.837	-0.2%
CC(=O)Oc1ccc(C(=O)Nc2ccc(S(=O)(=O)NCC3CCCO3)cc2)cc1 (centres undefined)
  -2.4%	/	-14.5%	7.6%	-34.3%	-5.6%	/	/	/	/	/	-0.2%
Cc1cccc(-n2c(SCC(=O)NCc3ccc4c(c3)OCO4)nc3ccccc3c2=O)c1
  9.8%	1.6%	26.4%	23.2%	1.2%	-2.3%	-18.4%	-0.421	-0.146	-0.123	0.8	0.0%
NNC(=O)c1sccc1OCc1ccc(Cl)cc1Cl
  -2.3%	-3.6%	12.2%	-34.6%	-7.1%	-7.4%	13.6%	0.0311	-0.234	0.293	1.01	-0.3%
CC(Oc1ccc(F)cc1)c1ccnc2nc(/N=C/N(C)C)nn12 (centres undefined)
  7.6%	13.0%	12.6%	5.3%	-20.8%	-6.8%	3.1%	-0.348	-0.12	-0.132	0.317	0.0%
O=C(Nc1nnc(C2CC2)s1)c1ccco1
  -1.0%	7.0%	-4.3%	-30.8%	-58.8%	2.5%	12.7%	-0.794	-0.186	-0.437	0.244	-0.5%
COc1ccc(S(=O)(=O)N(C)CC(=O)NC2CCCC2)cc1Cl
  5.4%	-3.3%	-9.5%	1.6%	-8.3%	1.3%	-7.6%	0.0651	-0.252	-0.224	0.156	-0.1%
C/C(=N\Nc1ccc(Cl)c(C(=O)O)c1)c1cccc2ccccc12
  37.1%	/	-39.1%	-18.0%	-41.9%	-0.6%	/	/	/	/	/	-0.2%
Cc1ccc(-c2nnc(CSc3nnc(COc4cccc5ccccc45)n3-c3ccccc3)o2)cc1
  0.7%	-1.9%	8.5%	-9.6%	35.0%	-2.7%	2.8%	-0.562	-0.382	-0.21	0.217	-0.1%
COc1ccc(CC(=O)OCC(=O)NC(=O)NC(C)C)cc1
  -10.6%	1.5%	9.7%	-0.1%	-18.7%	-0.9%	3.0%	0.267	0.0113	0.852	0.235	-0.1%
Cn1cnnc1Sc1nc2ccccc2nc1NS(=O)(=O)c1ccccc1
  1.0%	11.5%	6.4%	7.5%	10.6%	19.5%	53.8%	0.0299	0.0117	0.352	-0.141	0.2%
COc1ccc(C(=O)/C=C/c2ccc(OC)c(O)c2)c(F)c1
  -1.0%	5.1%	-9.5%	-2.2%	36.2%	4.3%	7.0%	0.0343	-0.252	0.0799	0.26	-0.2%
CCN(C(=O)CSc1nc2ccccc2c(=O)n1-c1ccc(C)cc1)C1CCS(=O)(=O)C1 (centres undefined)
  -10.8%	-0.4%	4.6%	13.3%	-25.0%	-3.7%	4.0%	2.57	-0.038	2.06	-2.29	-0.3%
COc1cc(C(=O)Nc2cc(C)ccn2)ccc1OCC(=O)N1CCOCC1
  8.9%	/	-8.6%	-19.1%	-31.6%	-2.2%	/	/	/	/	/	0.3%
CCCCCCCc1ccc(-c2ccc(O)cc2)nc1
  15.0%	2.6%	-27.4%[20 µM]	-96.2%	-35.4%	4.9%	9.6%	0.152	-0.337	0.379	0.374	-0.1%
NC(=O)C1(N2CCCCC2)CCN(C(=O)Nc2ccccc2C(F)(F)F)CC1
  -3.7%	2.1%	-18.6%	-4.0%	-45.3%	0.6%	-0.9%	0.736	-0.27	0.215	0.593	-0.3%
CCOC(=O)C1=C(C)Nc2nnnn2C1c1ccccc1Cl (centres undefined)
  1.8%	0.3%	-10.3%	15.5%	20.8%	3.1%	0.2%	0.641	-0.0934	0.131	-0.519	-0.3%
CCC1(c2cccc(Cl)c2)NC(=O)N(Cc2cc(C(=O)OC)c(C)o2)C1=O (centres undefined)
  8.6%	-0.2%	-72.0%	-21.1%	8.9%	0.7%	-13.8%	-0.592	-0.3	-0.157	-0.312	0.2%
OCCCCc1nccc2c1[nH]c1ccccc12
  27.5%	6.2%	25.2%	17.9%	-5.7%	1.8%	-8.0%	-0.527	-0.19	0.219	-0.535	0.4%
CC1(c2ccc3ccccc3c2)NC(=O)N(CC(=O)NCc2cccs2)C1=O (centres undefined)
  5.9%	2.2%	14.2%	-11.0%	-22.3%	-3.9%	2.6%	0.569	-0.235	0.76	-0.748	0.0%
COc1cc(/C=N/n2c(COc3ccccc3)n[nH]c2=S)cc(Br)c1O
  -22.4%	/	28.6%	10.1%	1.1%	-4.0%	/	/	/	/	/	-0.1%
O=C(O)COCCN1CCN(C(c2ccccc2)c2ccc(Cl)cc2)CC1 (centres undefined)
  -4.7%	3.5%	-23.0%	11.6%	-15.0%	-6.8%	4.6%	0.556	0.0374	0.476	-0.332	0.1%
CC(C)c1ccc(NC(=O)[C@H]2CSCN2C(=O)[C@@H]2CCC(=O)N2)cc1
  14.9%	/	-24.2%	7.7%	-14.0%	5.2%	/	/	/	/	/	0.3%
CC1=NN(c2ccccc2)C(=O)C1N=Nc1cccc(O)c1 (centres undefined)
  -5.9%	/	-0.7%	-18.7%	-58.8%	-5.4%	/	/	/	/	/	-0.1%
CN1CCN(c2ccc(S(=O)(=O)N3CCOCC3)cc2NC(=O)CCc2ccccc2)CC1
  -5.1%	4.5%	2.7%	9.4%	3.3%	-0.2%	7.3%	0.248	-0.765	0.332	-0.822	0.3%
